L929 necroptosis – L929 zVAD cell death inhibition; L929 zVAD necroptosis rescue, ATP luminescence, 24 h; with zVAD 60 µM; viability rescue, % at 10 µM; actives 0.38% (n = 220,000); AID 1377;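 active = activation, scaled between plate controls, above about 75%, limit read from the data; inactive = activation under that limit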;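 note: 0% = zVAD with DMSO and 100% = DMSO alone without zVAD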
Runt-SMMHC FRET – blocks binding of human RUNX1 Runt domain to CBFb-SMMHC; Q01196+Q13951; Cerulean-Runt/Venus-CBFb-SMMHC FRET ratio 530/480, 1 h; inhibition, % at 20 µM; actives 0.74% (n = 220,000); AID 1434;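 active = mean inhibition across duplicate retests at 20 µM reaching about 50%, limit read from the data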;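 note: 0% = DMSO wells and 100% = wells with excess untagged CBFb-SMMHC; inhibitors lower the FRET ratio by blocking Runt binding to CBFb-SMMHC; some results filed as inactive read as strong as hits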
Target sequence (Q01196 whole entry, looked up, the tested form may be a part): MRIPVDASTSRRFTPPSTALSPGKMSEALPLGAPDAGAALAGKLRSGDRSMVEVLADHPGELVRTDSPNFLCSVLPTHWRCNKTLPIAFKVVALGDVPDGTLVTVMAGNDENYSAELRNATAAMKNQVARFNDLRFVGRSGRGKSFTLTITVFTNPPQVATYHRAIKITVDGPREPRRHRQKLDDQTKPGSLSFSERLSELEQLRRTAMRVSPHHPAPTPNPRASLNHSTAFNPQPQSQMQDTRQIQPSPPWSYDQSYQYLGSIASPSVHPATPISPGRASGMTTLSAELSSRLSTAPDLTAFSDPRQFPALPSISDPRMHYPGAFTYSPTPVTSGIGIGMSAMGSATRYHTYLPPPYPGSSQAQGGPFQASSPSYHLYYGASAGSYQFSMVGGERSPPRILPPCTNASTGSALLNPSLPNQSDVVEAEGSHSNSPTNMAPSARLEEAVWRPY
Target sequence (Q13951 whole entry, looked up, the tested form may be a part): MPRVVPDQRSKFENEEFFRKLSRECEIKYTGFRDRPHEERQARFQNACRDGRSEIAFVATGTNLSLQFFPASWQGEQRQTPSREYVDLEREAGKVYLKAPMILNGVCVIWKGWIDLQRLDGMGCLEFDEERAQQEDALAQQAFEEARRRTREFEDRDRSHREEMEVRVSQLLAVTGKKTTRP
Runt-CBFb FRET – inhibitors of human RUNX1 Runt domain binding to CBFb; Q01196+Q13951; Cerulean-Runt/Venus-CBFb FRET ratio 530/480, 1 h; inhibition, % at 20 µM; actives 0.46% (n = 220,000); AID 1496;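 active = inhibition over about 50% at 20 µM in the single-dose screen, limit read from the data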;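 note: 0% = DMSO wells and 100% = excess unlabeled CBFb competitor control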
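Measured by: fluorescence energy transfer, 422 nm excitation, 530/480 nm emission; Assay system: Cerulean-Runt domain; Medium: Tris pH 7.5 buffer with BSA; Measure: loss of energy transfer signal; Controls: 5 µM unlabeled CBFb as full-inhibition high control; Incubation: protein complex preformed 1 h, compound exposure 1 h, room temperature, dark.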
Hck Nef HTS – human Hck-Nef kinase inhibition | AID 463187 | inhibition, % at 20 µM | Recombinant Hck-YEEI plus Nef, Z-Lyte FRET kinase assay | P08631 | actives 0.68% (n = 220,000);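 active = Hck-Nef kinase inhibition above about 50%, limit read from the data; inactive = inhibition below that limit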;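 note: 0% = DMSO with Hck plus Nef and 100% = Hck alone without Nef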
TNF death inh – blocks TNF-alpha induced death of Jurkat FADD-/- cells; Jurkat FADD-/- TNF necroptosis rescue, ATP luminescence, 24 h; 0 = TNF only, 100 = no-TNF cells; AID 463075; activation (protection from cell death), % at 10 µM; actives 0.068% (n = 220,000);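 active = activation, meaning protection from cell death, of at least 50% relative to plate controls; inactive = activation below 50%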;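 note: necroptosis triggered by 40 ng/mL TNF-alpha added together with compound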
EP2 modulator – modulators of human EP2 prostaglandin E2 receptor; P43116; actives 0.83% (n = 260,000); induction, % at 25 µM; EP2-expressing cells, cAMP HTRF FRET, PGE2 co-stimulation;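 active = compounds whose cAMP rise, as percent of the full-agonist control response, exceeds 60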;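 note: rat C6 glioma line stably carrying human EP2 under a CMV promoter; the protocol text gives 20 µM as final concentration; 100% = response of wells given 1 µM PGE2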
PERK inhibitor – blocks human PERK kinase. Q9NZJ5. CHO PERK-DD fusion, SEAP luminescence translation reporter. inhibition, % at 5.6 µM. actives 0.17% (n = 220,000);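 active = inhibition above the mean inhibition of all tested compounds plus 3 SD, set separately per screening campaign, cut at about 2.9% in these data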;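 note: PERK kinase domain activated by AP20187 dimerizer at 100 nM; 0% = DMSO with dimerizer and 100% = rapamycin at 8.4 µM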
EP2 antag – EP2 receptor (human) inhibition | P43116 | C6 glioma cells expressing human EP2, cAMP TR-FRET; cells stimulated with saturating PGE2 | inhibition, % at 25 µM | actives 0.52% (n = 260,000);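 active = percent inhibition above 40 after rounding to a whole number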;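 note: rat C6 glioma host cells with rolipram phosphodiesterase inhibitor present; the protocol text gives 20 µM as final concentration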
RBBP9 inh – human RBBP9 hydrolase inhibition; O75884; recombinant RBBP9, FP-Rh probe fluorescence polarization; inhibition, % at 7.94 µM; actives 0.2% (n = 220,000);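 active = inhibition above the campaign mean of all tested compounds plus 3 SD, cut at about 14% in these data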;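 note: plate controls were DMSO wells with RBBP9 for no effect and wells lacking RBBP9 protein for full effect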
Target sequence (O75884 whole entry, looked up): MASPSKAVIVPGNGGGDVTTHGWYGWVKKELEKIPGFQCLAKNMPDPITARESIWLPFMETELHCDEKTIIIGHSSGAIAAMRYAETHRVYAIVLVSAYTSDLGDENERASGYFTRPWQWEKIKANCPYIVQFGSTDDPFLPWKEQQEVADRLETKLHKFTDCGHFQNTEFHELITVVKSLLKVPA
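Test system: recombinant human RBBP9. Quantity: 2.5 µM RBBP9 dispensing solution, before mixing. Detection: FP readout at 525/598 nm. Reagent: Serine-hydrolase probe FP-Rh, 375 nM pre-mixing. Measure: % inhibition. Control set: DMSO-treated enzyme wells and wells lacking RBBP9. Buffer or medium: Tris-NaCl-Pluronic buffer, pH 8.0. Times: preincubation 30 min plus labeling 45 min at 25 °C.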
* = called active by the depositor; · = not tested or not shown; & = joins results of further samples.

SMILES	L929 necroptosis	Runt-SMMHC FRET	Runt-CBFb FRET	Hck Nef HTS	TNF death inh	EP2 modulator	PERK inhibitor	EP2 antag	RBBP9 inh
CCc1c(OC(C)=O)c2ccccc2n(C)c1=O	0.4	-5	-4	1	0.4	-13	-0.8	10	7
Cn1cnnc1Sc1nc2c(c(=O)n(C)c(=O)n2C)n1C	0.1	·	·	0	-0.8	·	0.5	13	-10
CN1CCCCC1=NCCCn1cnc2c1c(=O)n(C)c(=O)n2C	0.1	1	0	1	-1.6	16	0.6	8	-2
COC(=O)c1ccc(NC(=O)C2CC2)o1	-0.1	-2	-2	11	-2.5	1	1.6	10	-5
Nc1nnc(SCC(=O)OCc2ccc(F)cc2)s1	1.1	3	0	0	1.3	6	0.9	7	-2
c1ccc2c(Nc3nc(N4CCOCC4)c4ccccc4n3)cccc2c1	·	0	-3	-4	-3.1	34	-1.2	11	3
CCCCNC(=O)c1ccc(NC(=O)C2CCCO2)cc1 (stereo unspecified)	0.3	-8	1	-3	1.3	-2	0.4	8	6
CCC1=[N+](CC(=O)c2ccc(Br)cc2)CCn2c(C)ccc21	0.1	7	-4	4	-0.5	1	0.2	9	0
COc1ccc(N/C=C/C(=O)c2ccc(Oc3ncccn3)cc2)cc1	4.2	-15	-3	2	-3.2	23	0.4	11	-7
Cc1ccc(NC(=O)N(Cc2ccco2)Cc2cc3cc(C)cc(C)c3nc2Cl)cc1	0.9	-6	1	1	-2.0	2	1.4	·	-7
CCc1cccc2c(C(=O)CSc3nncn3C)c[nH]c12	1.4	0	1	-2	2.3	-8	1.9	14	7
O=C(O)COc1ccccc1C1C2C(=O)N(c3ccccc3)C(=O)C2ON1c1ccccc1 (stereo unspecified)	-0.9	-2	-1	-3	0.4	21	0.7	8	9
CCOC(=O)c1cnc(-n2nc(C)cc2C)nc1N(C)C	0.5	-1	0	-1	2.0	-20	-0.8	6	-6
O=C(CC(c1ccccc1)c1ccccc1)NCCO	-0.2	-2	2	1	-11	3	-0.8	1	1
CC1CCCN(CCC(=O)c2ccc(Br)cc2)C1 (stereo unspecified)	-0.2	22	11	-1	0.1	-2	-0.9	13	-7
CC(C(=O)NC(C)(C)C)N(Cc1cccs1)C(=O)CCN1CCc2ccccc21 (stereo unspecified)	0.5	2	-2	39	0.5	-10&0	-0.6	14&9	-5
Cc1noc(NS(=O)(=O)c2ccc(NC(=O)CSc3nnc4c(n3)[nH]c3ccccc34)cc2)c1C	1.1	-5	-12	35	0.9	9	-0.6	11	-6
Cc1cccc(CCNC(=O)CCNC(=O)Cn2ccc3ccccc3c2=O)c1	·	3	3	-1	-0.8	23	-0.1	4	-5
CC1Sc2ccc(C(=O)O)cc2NC1=O (stereo unspecified)	-0.4	2	2	-3	0.6	36	0.0	4	-4
O=C(Nc1ccc2c(c1)OCO2)C(c1ccc(Cl)cc1)N1CCN(C(=O)c2ccco2)CC1 (stereo unspecified)	0.4	-1	0	0	1.2	27	-0.3	18	-5
CCOC(=O)N1CCN(C(=O)c2ccc3c(=O)n4c(nc3c2)CCCCC4)CC1	0.5	2	1	5	-0.1	14	-0.2	7	-6
O=C(O)c1cccc(COCC(F)(F)C(F)F)c1	0.3	2	-1	13	-0.4	31	1.4	8	8
CC(=O)OCCCN1c2ccccc2Nc2nnc(-c3ccccc3)cc21	8.8	0	0	1	3.9	-6	-0.5	16	-1
COc1ccc(CNC(=O)CSc2nnc(-c3cccnc3)n2N)cc1	0.8	0	0	19	1.1	-2	-0.1	9	0
CCC(COC(C)=O)Nc1nc2c([nH]1)c(=O)n(C)c(=O)n2C (stereo unspecified)	0.3	0	-1	3	7.3	16	0.7	18	-3

Profiles, quoted from the list. Order of screens: L929 necroptosis	Runt-SMMHC FRET	Runt-CBFb FRET	Hck Nef HTS	TNF death inh	EP2 modulator	PERK inhibitor	EP2 antag	RBBP9 inh
O=C(CC(c1ccccc1)c1ccccc1)NCCO is listed as -0.2	-2	2	1	-11	3	-0.8	1	1
Nc1nnc(SCC(=O)OCc2ccc(F)cc2)s1 is listed as 1.1	3	0	0	1.3	6	0.9	7	-2
c1ccc2c(Nc3nc(N4CCOCC4)c4ccccc4n3)cccc2c1 is listed as ·	0	-3	-4	-3.1	34	-1.2	11	3

The listing picks up, repeating the 2 entries before the break.
SMILES	L929 necroptosis	Runt-SMMHC FRET	Runt-CBFb FRET	Hck Nef HTS	TNF death inh	EP2 modulator	PERK inhibitor	EP2 antag	RBBP9 inh
COc1ccc(CNC(=O)CSc2nnc(-c3cccnc3)n2N)cc1	0.8	0	0	19	1.1	-2	-0.1	9	0
CCC(COC(C)=O)Nc1nc2c([nH]1)c(=O)n(C)c(=O)n2C (stereo unspecified)	0.3	0	-1	3	7.3	16	0.7	18	-3
O=c1cc(NC2CCCCCC2)[nH]c(=O)[nH]1	0.1	-2	0	2	0.5	-3	0.6	11	-3
O=C1CC(N2CCN(Cc3ccccc3)CC2)C(=O)N1CCc1ccccc1 (stereo unspecified)	0.0	-1	-3	0	1.4	5	-0.6	1	1
Cc1ccccc1-c1noc(-c2ccccc2C(=O)NCC2CCCO2)n1 (stereo unspecified)	-1.3	0	0	0	-2.1	15	0.0	2	-5
C/C(=N/N1CCN(Cc2cccc3ccccc23)CC1)c1ccco1	0.0	-3	1	5	3.2	-19	1.3	10	0
Nc1c(S(=O)(=O)c2cccs2)c2nc3ccccc3nc2n1CCc1ccccc1	-0.4	24	10	2	-9.0	-8	-1.7	·	-10
CCOC(=O)C1C(=O)NC(c2ccccc2)=NC1c1ccc(O)c(OC)c1 (stereo unspecified)	0.0	3	1	2	0.5	3	2.0	5	4
Clc1ccc(-c2csc(N3CCOCC3)n2)cc1	-3.4	3	2	9	-0.6	-26	0.7	5	-1
CC(C)(C)C(=O)CN1CCN(C2c3ccccc3-c3ccccc32)CC1	-0.6	-3	0	0	0.6	-57	-1.1	13	5
O=C(NN=C1CCN(Cc2ccccc2)CC1)c1cc2ccccc2cc1O	1.0	-37	-3	3	0.3	-25	1.5	4	5
CC(C)(C)C(=O)N1NC(=Nc2ccccc2)SC1(C)C	0.4	-1	-1	-1	-0.7	-10	-1.4	10	-5
CN(C)S(=O)(=O)c1ccc2c(c1)nc(CCC(=O)O)n2C	0.6	0	0	17	0.5	-6	-0.1	2	3
CCOC(=O)c1oc2ccccc2c1CSc1nnnn1-c1ccccc1	0.7	-38	-2	-21	0.4	35	-0.6	10	-12
CC(C)(C)OC(=O)N/N=C/c1cccn1-c1ccc([N+](=O)[O-])cc1	2.1	0	5	20	2.2	-27	0.5	10	-4
CCOCCc1nnc(NC(=O)c2ccc(OC)c(OC)c2)s1	-0.6	-6	0	1	-0.4	-1	-0.3	7	-6
CSc1nc2nccc(/C=C\c3ccccc3)n2n1	9.6	-5	-2	0	-11	19	-0.4	3	1
C(=C\c1ccccc1)/CSc1nnc(-c2ccncc2)n1Cc1ccco1	-0.3	15	31	-2	0.8	3	-0.7	10	-18
O=C(Nc1nc(=O)c2ccccc2s1)c1ccccc1	-1.0	8	28	5	-2.2	-16	-0.8	20	-8
COc1ccccc1N1CCN(S(=O)(=O)c2cc(C(F)(F)F)cc(C(F)(F)F)c2)CC1	-0.7	-2	-1	11	-1.9	29	1.1	9	3
Cc1cccc(N=Cc2cc(Br)cc(Cl)c2O)c1	2.5	-35	-33	18	-1.0	8	0.0	15	-5
CCN(CC)N=Nc1ccc(S(N)(=O)=O)cc1	6.3	2	2	15	0.9	4	0.3	12	-6
CC(=O)NN1C(=O)c2ccc(Oc3ccc4c(c3)C(=O)N(NC(C)=O)C4=O)cc2C1=O	1.4	0	2	-2	0.0	22	1.8	6	-1
COCc1nnc(NC(=O)C(C)C)s1	-1.0	-4	0	0	-1.2	14	-0.8	13	0
CCc1ccc(N/C(SCc2cccc(F)c2)=C(/C#N)C(=O)NCc2ccco2)cc1	0.7	2	0	1	0.0	41	-0.1	7	-2
CCCCC1=CC2=CC(=O)C(C)(OC(=O)CC)C(=O)C2=CN1Cc1ccc2c(c1)OCO2 (stereo unspecified)	-0.1	5	9	24	-2.8	8	·	13	·
c1csc(C(c2nnnn2C2CCCC2)N2CCOCC2)c1 (stereo unspecified)	0.6	1	-2	-2	1.6	5	1.3	11	0
CC(C)(C)OC(=O)NCCCCCc1nnc(SCC(=O)Nc2cccc(Cl)c2)o1	0.5	0	-3	1	-3.5	-6	1.3	14	0
COc1ccc(CCN2C(=S)N(c3ccc(Cl)cc3)C(=O)C2CC(N)=O)cc1OC (stereo unspecified)	-0.5	2	7	15	0.0	-14	-0.2	4	-4
CCN(CC)S(=O)(=O)c1ccc(NC(=O)c2cc(-c3cccs3)nc3ccccc23)cc1	2.4	8	0	6	0.9	-9	0.2	6	-5
Fc1ccc(CNC(=S)Nc2cccc(Cl)c2)cc1	-0.4	1	-3	3	-0.2	-74	1.1	4	-1
Cc1cc(C(=O)N2CC(C)CC(C)C2)n(-c2ccccc2)n1 (stereo unspecified)	0.9	0	-1	1	1.3	19	0.2	15	-4

4 of the compounds above, with each value named:
canonical_smiles: CCOCCc1nnc(NC(=O)c2ccc(OC)c(OC)c2)s1
  L929 necroptosis = -0.6
  Runt-SMMHC FRET = -6
  Runt-CBFb FRET = 0
  Hck Nef HTS = 1
  TNF death inh = -0.4
  EP2 modulator = -1
  PERK inhibitor = -0.3
  EP2 antag = 7
  RBBP9 inh = -6

canonical_smiles: CSc1nc2nccc(/C=C\c3ccccc3)n2n1
  L929 necroptosis = 9.6
  Runt-SMMHC FRET = -5
  Runt-CBFb FRET = -2
  Hck Nef HTS = 0
  TNF death inh = -11
  EP2 modulator = 19
  PERK inhibitor = -0.4
  EP2 antag = 3
  RBBP9 inh = 1

canonical_smiles: C(=C\c1ccccc1)/CSc1nnc(-c2ccncc2)n1Cc1ccco1
  L929 necroptosis = -0.3
  Runt-SMMHC FRET = 15
  Runt-CBFb FRET = 31
  Hck Nef HTS = -2
  TNF death inh = 0.8
  EP2 modulator = 3
  PERK inhibitor = -0.7
  EP2 antag = 10
  RBBP9 inh = -18

canonical_smiles: O=C(Nc1nc(=O)c2ccccc2s1)c1ccccc1
  L929 necroptosis = -1.0
  Runt-SMMHC FRET = 8
  Runt-CBFb FRET = 28
  Hck Nef HTS = 5
  TNF death inh = -2.2
  EP2 modulator = -16
  PERK inhibitor = -0.8
  EP2 antag = 20
  RBBP9 inh = -8

Assay outcomes (PubChem)

These rows are one share of the data; rates above refer to the full screens.
